Arrestin-AP2 inh: inhibitors of beta-arrestin/AP2 binding, primary screen, biochemical, GPCR trafficking, flow cytometry. actives 0.31% (n = 340,000). inhibition, % at 10 µM. FITC-arrestin peptide / GST-AP2 beads; AP2 beta2 appendage carries R879A mutation;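 active means inhibition above a set limit, near 3 SD of compounds lacking own fluorescence, cut at about 54% in these data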;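 further: plate controls were DMSO wells for no effect and 5 µM unlabelled arrestin peptide for full effect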
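System: GST-AP2 R879A glutathione beads; medium: PBS, Tween 20 0.05%, BSA 0.1%; reagent: fluorescein-tagged arrestin peptide at 50 nM final; schedule: pre-incubation 12 min, peptide binding 1 h, room temperature; detection: flow cytometry, FL1 (488/535 nm); read-out: inhibition as reduced fluorescein signal on beads, percent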
MOR-DOR ag: agonists of OPRM1-OPRD1 heterodimerization, primary screen, cell-based, luminescence | Mu-type opioid receptor (Homo sapiens) + Delta-type opioid receptor (Homo sapiens), … | cells | activation, % at 9.3 µM | actives 0.3% (n = 340,000) | AID 504326, 2011; in the data active means activation above about 18%;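 further: 0% = vehicle-treated cells and 100% = reference agonist; values of inactives mirror those of a sister screen read the other way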
DSG3 Ab inh: inhibitors of pemphigus antibody binding to DSG3, primary screen, biochemical, bead-based, flow cytometry, scFv-GFP. DSG3-coupled beads, scFv-anti-DSG3-GFP binding; active compounds read low. binding (percent of control), % at 10 µM. actives 0.48% (n = 310,000);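 active means binding more than 3 SD below its plate's average and above zero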;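 further: hits lower antibody fragment binding to DSG3; some compounds called inactive have numbers as strong as hits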
DAGLB inh: DAGLB lipase inhibitors, primary screen, biochemical, fluorescence, HTS. HEK293T DAGLB membrane lysate, EnzChek fluorogenic substrate. inhibition, % at 5.17 µM. actives 0.059% (n = 340,000); in the data active means inhibition above about 34%;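 further: 0% = enzyme with vehicle and 100% = wells lacking enzyme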
PKA-R1A act: activators of PKA-R1A holoenzyme, primary screen, biochemical, fluorescence polarization, Cy5-IP20, bovine R1A, mouse PKAc; cAMP-dependent protein kinase type I-alpha regulatory subunit (Bos taurus) + …; activation, % at 11.4 µM; AID 504707, 2011; actives 0.083% (n = 340,000); PKA-R1A dissociation; scaled: DMSO 0%, 113 µM cGMP 100%;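 active means percent activation above the mean of all tested compounds plus 3 SD, cut at about 19% in these data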;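 further: higher means more PKAc released from R1A so a rise in polarization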
V-ATPase pH: regulators of yeast V-ATPase proton pumping, primary screen, pHLuorin cytosolic pH fluorescence | response, % at 10 µM | actives 0.37% (n = 350,000) | S. cerevisiae; in the data active means response mostly above about 7.3%, no sharp cut-off; inactive means mostly below about 5.4%; further: actives read high; inactives centre near 0; some compounds called inactive have numbers as strong as hits; reference of the scale not given here
HTR5A ag ctr: HTR5A agonists in luminescence cell assay, primary screen, counter-screen for OPRM1-OPRD1 heterodimer agonist project, full-deck HTS; 5-hydroxytryptamine receptor 5A (Homo sapiens), P47898; cell-based; activation, % at 9.3 µM; actives 0.61% (n = 340,000); in the data active means activation mostly above about 9.5%, no sharp cut-off; inactive means mostly below about 7.6%;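 further: 0% = cells with vehicle only and 100% = reference agonist; strong numbers were not always called active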
Target sequence (P47898 whole entry, looked up): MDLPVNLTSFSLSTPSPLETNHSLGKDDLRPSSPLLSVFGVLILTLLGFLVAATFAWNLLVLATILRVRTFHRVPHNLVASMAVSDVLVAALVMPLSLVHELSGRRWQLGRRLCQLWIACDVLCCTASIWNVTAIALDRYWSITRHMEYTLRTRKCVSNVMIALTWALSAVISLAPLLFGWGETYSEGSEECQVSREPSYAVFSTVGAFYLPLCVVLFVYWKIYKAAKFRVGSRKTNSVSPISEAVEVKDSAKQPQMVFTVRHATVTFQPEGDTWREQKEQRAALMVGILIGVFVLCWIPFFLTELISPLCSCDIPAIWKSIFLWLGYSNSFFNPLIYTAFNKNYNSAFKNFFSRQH
HTR5A inv ctr: HTR5A inverse agonists in luminescence cell assay, primary screen, counter-screen for OPRM1-OPRD1 heterodimer inverse agonist project, full-deck HTS. HTR5A cell line, inverse agonism. actives 0.083% (n = 340,000). inhibition, % at 9.3 µM; in the data active means inhibition mostly above about 23%, no sharp cut-off; inactive means mostly below about 18%;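 further: 0% = cells with DMSO and 100% = no-cell wells with DMSO; some compounds called inactive have numbers as strong as hits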
PKA-R2B act: activators of PKA-R2B holoenzyme, primary screen, biochemical, fluorescence polarization, Cy5-IP20, human; PKA-R2B holoenzyme dissociation; R2B truncated from residue 108, S112A mutant; 0% DMSO only, 100% 113 µM cGMP; activation, % at 11.4 µM; actives 0.079% (n = 340,000); AID 504700, 2011; cAMP-dependent protein kinase catalytic subunit beta (Homo sapiens) + cAMP-dependent …;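 active means activation above a cutoff set at the mean over all compounds plus 3 SD, cut at about 18% in these data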;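 further: higher means more holoenzyme dissociation and a rise in polarization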
Target sequence (P31323 whole entry, looked up, other chains not shown, the tested form may be a part): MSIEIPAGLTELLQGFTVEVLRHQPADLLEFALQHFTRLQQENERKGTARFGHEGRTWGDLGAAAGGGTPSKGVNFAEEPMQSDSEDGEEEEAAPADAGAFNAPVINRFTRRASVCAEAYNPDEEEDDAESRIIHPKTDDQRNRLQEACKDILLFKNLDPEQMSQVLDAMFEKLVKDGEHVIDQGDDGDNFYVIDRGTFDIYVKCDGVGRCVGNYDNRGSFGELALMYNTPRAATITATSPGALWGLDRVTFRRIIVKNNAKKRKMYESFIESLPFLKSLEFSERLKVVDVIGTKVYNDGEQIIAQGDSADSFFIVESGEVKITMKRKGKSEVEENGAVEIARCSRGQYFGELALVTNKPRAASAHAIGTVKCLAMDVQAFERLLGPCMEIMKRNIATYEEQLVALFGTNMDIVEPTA
MOR-DOR inv ag: inverse agonists of MOR-DOR heterodimerization, primary screen, cell-based, luminescence; actives 0.21% (n = 340,000); Mu-type opioid receptor (Homo sapiens) + Delta-type opioid receptor (Homo sapiens), …; AID 504357, 2011; cell-based MOR-DOR heterodimer luminescence, inverse agonism; inhibition, % at 9.3 µM; in the data active means inhibition above about 22%, passing the limit was not always enough;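 further: 0% = cells with DMSO and 100% = wells without cells with DMSO; values of inactives mirror those of a sister screen read the other way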
* = called active by the depositor; . = not tested or not shown.

item	molecule	Arrestin-AP2 inh	MOR-DOR ag	DSG3 Ab inh	DAGLB inh	PKA-R1A act	V-ATPase pH	HTR5A ag ctr	HTR5A inv ctr	PKA-R2B act	MOR-DOR inv ag
1	COc1ccccc1-c1ccc(Nc2cccc(C(C)=O)c2)nn1	2	-1.1	101	-2	-3	-2	1	24	-9	6
2	COc1ccc(S(=O)(=O)N(C)C[C@H]2OCCCC[C@@H](C)Oc3ccc(N(C)C)cc3C(=O)N([C@H](C)CO)C[C@@H]2C)cc1	.	.	106	-8	0	2	.	.	2	.
3	O=C(NC1CCCC1)C(=O)N(Cc1cccnc1)C(C(=O)NC1CCCC1)c1ccco1 (configuration not stated)	-8	-2.0	95	2	9	-1	1	-8	2	10
4	Cc1ccc(S(=O)(=O)N2CCC(C(=O)OCC(=O)N(C)c3ccccc3)CC2)cc1C	32	-0.6	101	3	8	10	7	-17	4	3
5	CCC(=O)Nc1cc(OC)c(NC(=O)c2ccccc2)cc1OC	9	4.4	97	2	3	-6	-1	14	7	-23
6	CCOc1ccc(-c2cn(-c3cccc(SC)c3)c(=O)[nH]2)cc1	-3	0.7	96	1	-13	1	-1	2	7	-3
7	O=C(CNC(=O)c1ccncc1)N/N=C/c1ccc(O)cc1O	6	-2.4	100	0	3	0	-3	18	5	12
8	C=C(Br)Cn1c(CC(C)C)nc2ccccc21	51	0.0	.	-5	-2	-4	-2	6	2	0
9	COc1cc([C@H]2[C@@H]3CCCC[C@]3(O)CCN2CC(=O)Nc2ccc(C)cc2C)ccc1O	4	2.0	.	3	-14	-1	1	-1	0	-12
10	COc1ccc2cc3cc(C(=O)NC(C)C)oc3nc2c1	0	-0.7	.	-1	-5	3	0	9	-6	4
11	NC(CSC1(c2cccc3ccccc23)c2ccccc2-c2ccccc21)C(=O)O (configuration not stated)	1	4.2	94	3	-3	1	2	-6	-11	-19
12	CSc1ncccc1C(=O)OCC(=O)c1ccc[nH]1	-2	-1.8	.	-1	-6	2	7	-18	-6	7
13	Cc1cccn2c(=O)c3cc(S(=O)(=O)c4ccccc4)c(=N)n(Cc4ccc(F)cc4)c3nc12	-2	-1.1	96	1	-6	-1	0	-35	-15	5
14	COc1ccccc1C(=O)CSc1nccn1C	5	1.6	99	-1	-12	-4	7	-25	-2	-13
15	O=C(O)C1(P(=O)(c2ccccc2)c2ccccc2)CCC1	14	-2.0	.	-1	1	2	-5	12	-5	8
16	Cn1cc[nH]c1=S	0	-0.6	.	4	-1	5	-2	8	6	3
17	CCCC(=O)NCc1cc(-c2nn(C)c(=O)c3ccccc23)ccc1OC	13	0.4	97	-1	0	0	0	-1	-3	-2
18	CCC(C(=O)OC)n1cnc2c(nnn2-c2cccc(OC)c2)c1=O (configuration not stated)	31	-0.4	89	-2	-1	-2	0	-1	2	2
19	COCc1cc(=O)n2c(-c3ccc(C)cc3)n[nH]c2n1	20	-0.4	114	0	-4	1	8	-22	1	2
20	O=C1C(NS(=O)(=O)c2cccs2)=C(N2CCN(Cc3ccccc3)CC2)C(=O)c2ccccc21	29	5.5	97	15	9	5	6	-20	-7	-29
21	Cc1ccc(CN2C(=O)CCC2C(=O)NCc2ccc(F)cc2)cc1 (configuration not stated)	1	-3.2	107	-2	-10	-1	1	-3	-13	18
22	C/C(=N\NC(=O)c1ccc(O)cc1)c1cc2ccccc2o1	21	2.1	113	1	-5	-12	0	1	10	-10
23	O=C(NCC(=O)N1CCN(Cc2ccc3c(c2)OCO3)CC1)c1ccccc1F	-1	-2.3	116	0	1	-1	1	-3	0	12
24	COc1ccc(OC)c(NC(=O)C(=O)NNC(=O)c2cccs2)c1	3	-0.2	83	-2	-2	5	2	21	3	1
25	CCS(=O)(=O)N1CCN(C2CCC(C)CC2)CC1 (configuration not stated)	8	4.0	103	2	-11	0	-3	8	-3	-25

Three structures already listed, sorted by length of the SMILES, largest number first.
item	molecule	Arrestin-AP2 inh	MOR-DOR ag	DSG3 Ab inh	DAGLB inh	PKA-R1A act	V-ATPase pH	HTR5A ag ctr	HTR5A inv ctr	PKA-R2B act	MOR-DOR inv ag
23	O=C(NCC(=O)N1CCN(Cc2ccc3c(c2)OCO3)CC1)c1ccccc1F	-1	-2.3	116	0	1	-1	1	-3	0	12
21	Cc1ccc(CN2C(=O)CCC2C(=O)NCc2ccc(F)cc2)cc1 (configuration not stated)	1	-3.2	107	-2	-10	-1	1	-3	-13	18
1	COc1ccccc1-c1ccc(Nc2cccc(C(C)=O)c2)nn1	2	-1.1	101	-2	-3	-2	1	24	-9	6

Next section
item	molecule	Arrestin-AP2 inh	MOR-DOR ag	DSG3 Ab inh	DAGLB inh	PKA-R1A act	V-ATPase pH	HTR5A ag ctr	HTR5A inv ctr	PKA-R2B act	MOR-DOR inv ag
26	CC(=O)C1=C(O)C(=Cc2ccccc2)OC1=O	.	.	106	1	1	1	.	.	1	.
27	Cc1ccc(C(=O)O)cc1NC(=S)NC(=O)c1ccc([N+](=O)[O-])c(C)c1	26	-4.4	101	4	11	1	-7	20	-3	20
28	N#CCCN(C(=O)CSc1ccc2c(c1)OCCO2)c1ccccc1	-2	-3.6	.	-4	-8	1	-2	2	11	21
29	CC(C)NC1CCC(Nc2ccnc3cc(Cl)ccc23)CC1 (configuration not stated)	26	5.0	99	1	5	-2	2	-9	-8	-22
30	COc1cc(NS(=O)(=O)c2ccc3[nH]c(=O)[nH]c3c2)cc(OC)c1	2	-1.9	113	-2	12	1	2	-6	9	10
31	O=C(NC1CCCC1)C(c1ccc(F)cc1)N(Cc1ccccc1Cl)C(=O)CCl (configuration not stated)	13	-1.5	111	2	4	1	8	1	-2	8
32	O=C(OCc1ccc([N+](=O)[O-])cc1)c1cc2ccccc2oc1=O	5	-0.1	102	-8	1	-3	0	0	2	1
33	COCCN(CC(=O)Nc1cccc(C)c1C)C(=O)c1cc2ccccc2cc1OC	3	-0.6	.	-2	2	0	6	1	10	2
34	Cc1ccc(CC(=O)Nc2cc(C)on2)cc1	-15	-3.3	119	-3	-6	1	2	-7	-11	15
35	O=C(Cc1ccsc1)N1CCN(S(=O)(=O)c2ccccc2F)CC1	18	-3.9	95	-2	12	2	5	-12	0	17
36	Nc1ccccc1C(=O)NC(=O)Nc1ccc(Oc2ncc(Br)cn2)c(Cl)c1	-9	9.1	87	4	7	0	6	-21	-3	-40
37	Cc1onc(C(=O)N2C(C)CCCC2C)c1[N+](=O)[O-] (configuration not stated)	-2	-1.1	98	0	4	6	-1	2	-4	6
38	Fc1ccc(N2CCN(C(=S)NCc3ccco3)CC2)cc1	-11	-0.5	105	-9	5	0	-1	2	-6	2
39	CCCCc1c(O)nc(SCCN(C)C)n(-c2ccccc2)c1=O	4	-2.7	106	1	-6	1	1	-4	-11	15
40	c1ccc(CCc2nc3ccccc3[nH]2)cc1	5	1.8	101	1	1	2	1	13	-6	-12
41	CCOC(=O)C1(Cc2ccc(Cl)cc2)CCN(C(=O)C2=NNC(=O)CC2)CC1	-5	-1.1	103	1	1	-1	3	-9	7	6
42	Cc1nn(C)cc1CN(C)Cc1c(C(=O)N(C)Cc2ccccc2)nc2ccccn12	12	-2.8	102	-2	-13	-2	-1	8	-1	15
43	CCN(CC)S(=O)(=O)c1cccc2c(N(C)C)cccc12	-2	0.3	101	-9	-12	-6	4	-10	-7	-2
44	Cc1ccccc1NC(=O)Cc1nc(COC(=O)CCOc2ccccc2)cs1	-2	0.1	116	-3	-2	4	-1	-3	-7	-1
45	CN(CCCNC(=O)c1ccccc1F)CCCNC(=O)c1ccccc1F	32	-1.4	98	-5	2	-1	0	-1	6	7
46	COC(=O)c1c(-c2ccccc2Cl)noc1-c1cnc(N)nc1C(F)(F)F	23	4.6	96	3	-3	1	6	-21	-4	-24
47	CC(C)c1ccc(S(=O)(=O)Nc2ccc(-n3cnnn3)cc2)cc1	13	1.0	81	-2	-8	4	4	-11	-2	-5
48	O=C(OCC(=O)N1CCN(S(=O)(=O)c2ccc(Cl)cc2)CC1)c1ccc([N+](=O)[O-])o1	-4	4.0	103	-1	5	1	0	-1	4	-21
49	O=C(NCc1cccc(F)c1)c1cccc2c1C(=O)c1ccc(N3CCCC3)cc1S2(=O)=O	-4	-1.8	.	-7	-5	5	-1	-4	-4	10
50	O=[N+]([O-])c1ccc(Sc2ncc3ccccn23)nc1	9	-1.2	104	6	-9	-1	-3	12	-4	6
51	COc1cc2c(cc1OC)C1(Nc3c-2c(Cc2ccccc2)nn3-c2ccccc2)C(=O)Nc2ccccc21 (configuration not stated)	3	-1.9	92	-1	3	.	3	-2	4	11
52	Cc1ccc(C(=O)NC2CCN(C(=O)Nc3ccccc3)CC2)cc1	9	-1.4	101	-2	-2	-1	-2	4	-10	8
53	Fc1cccc(Cc2noc(CN3CCCN(C4Cc5ccccc5C4)CC3)n2)c1	25	1.4	88	3	-1	-3	-3	7	7	-8
54	Cc1cccn2c(=O)c3cc(C(=O)NC4CCCCC4)c(=N)n(Cc4ccc(F)cc4)c3nc12	6	-3.5	.	-2	-8	4	-4	-17	-10	17
55	Cn1c(=O)c2nc(-c3ccccc3)c(-c3ccccc3)nc2n(C)c1=O	8	-2.0	100	-3	6	2	0	-29	-5	10
